Bioassay records: PubChem, National Center for Advancing Translational Sciences (NCATS)
MmCpn inh: Inhibitors of TCP-1 ring complex (TRiC) of Methanococcus maripaludis (MmCpn): qHTS; Potency, µM (series often up to 76.9 µM), inactives show at the top dose activity, negative = inhibition, usual class: inhibitors; purified Mm-Cpn ATPase, ADP Transcreener TR-FRET; hit rate 0.031% among 330,000; AID 504842, 2011; Chaperonin Mm-Cpn (Methanococcus maripaludis); further: potency means the concentration at half of the fitted maximal effect; on the % scale 0 is the no-effect control and ±100 the full control effect; nearly all actives have a fitted effect of over 80% in size
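ATP (10 uM final) was added to archaeal chaperonin (25 nM final) after 10 min exposure to test compound at 37°C; after 30 min further incubation, ADP was detected by competitive TR-FRET.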
pAkt inh: HTS Assay for Inhibitors of Akt Phophorylation: Primary Screen; hit rate 0.32% among 360,000; activity change, % for hits at 50 µM; Neuro2A IGF-stimulated pAkt S473 HTRF, 20 min; active compounds read low; in the data active means activity change below about -80%; inconclusive means mostly about -51% to -80%; further: on the % scale 0 is the no-effect control and ±100 the full control effect
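Single-point screen (50 µM final compound) in Neuro2A cells stimulated 20 min with 6 nM IGF at 37 deg C. After lysis, Ser473-phosphorylated Akt read by HTRF (ex 330 nm, em 615/665 nm) as the 665/615 ratio.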
CCT chaperon mod: High-Throughput Screening for Modulators of Cytosolic Chaperonin Activity | hit rate 0.3% among 360,000 | purified chaperonin ATPase assay, HTRF ADP detection, 30 min | activity change, % (test concentration not listed), hits read low | AID 651819, 2012; in the data active means activity change below about -30%; further: on the % scale 0 is the no-effect control and ±100 the full control effect
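We incubate TRiC, 40 or 20 nM final, with library compounds at 76 uM and 10 uM ATP for 30 min at 37 °C. ADP formed is detected with Transcreener HTRF reagents after 30 min at room temperature.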
A549 tox: Nrf2 qHTS screen for inhibitors: counterscreen for cytotoxicity; Potency, µM (series often up to 46 µM), for the others: top-dose activity change, negative = cytotoxicity, usual class: inhibitors; AID 504648, 2011; hit rate 0.16% among 390,000; A549 ARE-Fluc cells, CellTiter-Fluor viability, 18-24 h; further: potency means the concentration at half of the fitted maximal effect; on the % scale 0 is the no-effect control and ±100 the full control effect
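Cytotoxicity counterscreen: CellTiter-Fluor fluorescence was measured in A549 ARE_Fluc cells after 18-24 h of compound exposure in a concentration series. The subsequent BugLite luminescent read reports ARE-luciferase activity.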
TGFb SMAD3 inh: qHTS for Inhibitors of TGF-b; HepG2 CAGA-GFP TGF-b/SMAD3 reporter, GFP fluorescence, 18 h; TGF-beta stimulated, 500 pg/mL final; Potency, µM (series often up to 46.1 µM), without a hit: top-dose activity, negative = inhibition, actives largely listed as inhibitors; hit rate 1.2% among 410,000; further: potency means the concentration at half of the fitted maximal effect; on the % scale 0 is the no-effect control and ±100 the full control effect; nearly all actives have a fitted effect of over 65% in size
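HEPG2 CAGA-GFP, 1000 cells/well; 2 h settle, 37 C; cpd via pin tool; TGF-b 500 pg/mL final; 18 h, 37 C; GFP imaging ex488/em500-530; %Activity normalised to -TGF-b and +DMSO controls; CRC fit, curve class.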
ATXN viability: Viability Counterscreen for Primary qHTS for Inhibitors of ATXN expression; S2 cells (HEK-293 line with an ATXN2-luciferase reporter) viability, CellTiter-Fluor protease fluorescence, 24 h; Potency, µM (highest dose often 56.7 µM), actives largely listed as cytotoxic; hit rate 0.49% among 400,000; further: potency means the concentration at half of the fitted maximal effect; nearly all actives have a fitted effect of over 40% in size
HepG2 tox: qHTS for Inhibitors of TGF-b: Cytotox Counterscreen; HepG2 CAGA-GFP viability, ATP luminescence, 18 h; AID 588856, 2011; Potency, µM (highest dose often 46.1 µM), without a hit: at the top dose activity change, negative = cytotoxicity, most hits filed as cytotoxic; hit rate 0.76% among 410,000; further: potency means the concentration at half of the fitted maximal effect; some results filed as inactive show a strong effect at the top dose
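HepG2 CAGA-GFP cells (1000/well, DMEM with 1% FBS) received compound, then TGF-beta at 500 pg/mL final, and were incubated 18 hours at 37 degrees C. Viability was read by CellTiter-Glo luminescence. Media-only wells were set as complete cell-killing and DMSO as no toxicity.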
Nrf2 activator: qHTS of Nrf2 Activators; hit rate 0.31% among 410,000; AREc32 ARE-luciferase reporter (MCF7-derived line), luminescence, 24 h; AID 624171, 2012; Potency, µM (doses to about 46.1 µM), inactives show top-dose activation, actives largely listed as activators; further: potency means the concentration at half of the fitted maximal effect; % of control where 0% means no effect; nearly all actives have a fitted effect of over 65% in size
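Luminescent ARE reporter assay in AREc32_Fluc cells: overnight plating at 37 deg C, 24 hr compound incubation, Steady-Glo added, 30 min RT before reading.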
Nrf2 inh: Nrf2 qHTS screen for inhibitors; Potency, µM (doses to about 46 µM), for inactives: at the top dose activity change, negative = inhibition, usual class: inhibitors; A549 ARE-Fluc reporter, luciferase luminescence, 18-24 h; hit rate 2.1% among 360,000; further: potency means the concentration at half of the fitted maximal effect; on the % scale 0 is the no-effect control and ±100 the full control effect; nearly all actives have a fitted effect of over 60% in size
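A549 ARE_Fluc cells, 5000/well, 5% FBS OPTI-MEM; compounds in dose-response, 18-24 h at 37 °C/5% CO2; CellTiter-Fluor viability read (Ex 405/Em 525), then BugLite luciferase luminescence = Nrf2 activity.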
* = called active by the depositor; i = inactive; ? = inconclusive; nt = not tested or not shown. Unless noted, the call rests on the fitted dose curve; in most records, active means well fitted curve in the direction sought with a large enough effect; inconclusive means small, poorly fitted or top-dose-only effect, or another doubt; inactive means no such curve, though single readings can be large; an effect the other way counts as inactive or inconclusive. Random draw from the library; overall some 4.4% were active at least once.

Start of the listing, in advance, 7 compounds:
SMILES	MmCpn inh	pAkt inh	CCT chaperon mod	A549 tox	TGFb SMAD3 inh	ATXN viability	HepG2 tox	Nrf2 activator	Nrf2 inh
Cn1c(=O)[nH]c(=O)c2c1nc(NCCCn1ccnc1)n2Cc1ccc(F)cc1	1%	i	0.3	3%	-10%	i	20%	-0.3%	11%
Cc1ncsc1CCC(=O)N1CCCC(C(=O)c2ccc3c(c2)OCO3)C1 (configuration not stated)	-2%	i	-1.0	0%	-6%	i	-13%	0.0%	2%
Cc1cc(SCc2cc(=O)n3ccsc3n2)nc2ccccc12	0%	i	-0.5	3%	-5%	i	-20%	0.3%	-7%
O=S(=O)(c1cccc2nsnc12)N1CCN(Cc2ccccc2)CC1	0%	i	-2.0	-3%	?	i	-2%	-0.2%	-6%
COc1ccc(COC(=O)CCCN=C2NS(=O)(=O)c3ccccc32)cc1F	nt	i	-1.5	nt	-19%	i	-36%	4.9%	nt
COc1cnc(-c2ccccn2)nc1Sc1ccccc1	-7%	i	-4.3	-3%	-19%	i	-9%	-0.6%	2%
FC(F)(Cl)c1nnc2ccc(Cl)nn12	1%	i	-5.4	9%	-23%	i	-5%	0.2%	1%

This part in full (from the top)
SMILES	MmCpn inh	pAkt inh	CCT chaperon mod	A549 tox	TGFb SMAD3 inh	ATXN viability	HepG2 tox	Nrf2 activator	Nrf2 inh
Cn1c(=O)[nH]c(=O)c2c1nc(NCCCn1ccnc1)n2Cc1ccc(F)cc1	1%	i	0.3	3%	-10%	i	20%	-0.3%	11%
Cc1ncsc1CCC(=O)N1CCCC(C(=O)c2ccc3c(c2)OCO3)C1 (configuration not stated)	-2%	i	-1.0	0%	-6%	i	-13%	0.0%	2%
Cc1cc(SCc2cc(=O)n3ccsc3n2)nc2ccccc12	0%	i	-0.5	3%	-5%	i	-20%	0.3%	-7%
O=S(=O)(c1cccc2nsnc12)N1CCN(Cc2ccccc2)CC1	0%	i	-2.0	-3%	?	i	-2%	-0.2%	-6%
COc1ccc(COC(=O)CCCN=C2NS(=O)(=O)c3ccccc32)cc1F	nt	i	-1.5	nt	-19%	i	-36%	4.9%	nt
COc1cnc(-c2ccccn2)nc1Sc1ccccc1	-7%	i	-4.3	-3%	-19%	i	-9%	-0.6%	2%
FC(F)(Cl)c1nnc2ccc(Cl)nn12	1%	i	-5.4	9%	-23%	i	-5%	0.2%	1%
C=CCN1C(=O)C(O)(CC(=O)c2c(C)n[nH]c2C)c2cc(Br)ccc21 (configuration not stated)	1%	i	-2.7	-6%	3%	i	0%	-0.2%	-1%
CC(C)CN1C(=O)NC(NC(=O)c2ccco2)(C(F)(F)F)C1=O (configuration not stated)	2%	i	-1.8	-3%	-3%	i	0%	1.9%	2%
CC(=O)c1cccc(CN2CCCC(CCC(=O)NCc3ccc(C)o3)C2)c1 (configuration not stated)	-4%	i	-1.1	5%	-1%	i	-2%	0.6%	-24%
O=C(c1cc(-c2ccc(Cl)cc2)on1)N1CCCC1	0%	i	0.1	-1%	29%	?	6%	0.0%	?
CC(=O)Nc1cccc2c1C(=O)N(c1cccc(C)c1)C2=O	-2%	i	-0.2	-2%	14%	i	-3%	-0.2%	16%
COc1ccc(S(=O)(=O)N2CCC(C(=O)Oc3ccc(C)cc3)CC2)cc1OC	2%	i	3.2	-4%	6%	i	1%	-0.7%	8%
NNC(=O)c1cnn(-c2ccccc2)c1C(F)(F)F	-1%	i	-1.0	3%	-5%	i	15%	0.2%	6%
CCc1nc2ccc(C(=O)NC3CCN(Cc4ccccc4)CC3)cn2c1N(CC)Cc1cccc(Br)c1	nt	i	-3.3	nt	?	?	-105%	-2.8%	nt
CN(C)C(CNC(=O)c1cccc(S(=O)(=O)NCc2ccccc2)c1)c1ccccc1 (configuration not stated)	1%	i	-2.9	-2%	7%	i	-10%	3.4%	-9%
S=c1[nH]nc(COc2ccccc2)n1/N=C/c1ccc(Br)cc1	2%	i	-0.3	-3%	-27%	i	-57%	0.4%	-15%
O=C(CN1c2cccc3cccc(c23)S1(=O)=O)NC1CCCCC1	0%	i	-2.2	-17%	2%	i	-15%	0.6%	?
NC(COCc1ccccc1)c1csc(Nc2ncccn2)n1 (configuration not stated)	nt	i	0.0	nt	0%	i	-1%	2.3%	nt
COc1cccc(CNS(=O)(=O)c2cc3c4c(c2)CCN4C(=O)CC3)c1	0%	i	-2.5	6%	4%	i	-14%	0.1%	0%

Overlap with the part before: 2 entries, followed by the next part.
SMILES	MmCpn inh	pAkt inh	CCT chaperon mod	A549 tox	TGFb SMAD3 inh	ATXN viability	HepG2 tox	Nrf2 activator	Nrf2 inh
NC(COCc1ccccc1)c1csc(Nc2ncccn2)n1 (configuration not stated)	nt	i	0.0	nt	0%	i	-1%	2.3%	nt
COc1cccc(CNS(=O)(=O)c2cc3c4c(c2)CCN4C(=O)CC3)c1	0%	i	-2.5	6%	4%	i	-14%	0.1%	0%
COc1cc2c(cc1OC)C(c1ccc(Br)cc1)NC(=O)C2 (configuration not stated)	-6%	i	-13	12%	3%	i	-5%	6.0%	-18%
CCC(C(=O)NCc1ccco1)N(C(=O)CNS(=O)(=O)c1ccccc1)c1ccccc1C (configuration not stated)	2%	i	2.6	-4%	5%	i	1%	-0.6%	0%
CC1CCCC(C)N1C(=O)CNCc1ccc2c(c1)OCO2 (configuration not stated)	-2%	i	1.1	-8%	10%	i	2%	0.3%	0%
CCCn1c(=O)c(C(=O)NCCCc2ccccc2)c(O)c2ccccc21	0%	i	-0.6	10%	?	i	2%	-0.4%	11%
N/C(Cn1cncn1)=N\NC(=O)c1ccc(Cl)cc1Cl	0%	i	-0.9	2%	11%	i	0%	2.0%	22%
COC(=O)Cn1c(=NC(=O)c2ccc(S(=O)(=O)N3CCOCC3)cc2)sc2cc(S(N)(=O)=O)ccc21	-12%	i	0.0	-9%	-2%	i	5%	-0.7%	9%
CCOC(=O)C/C(=N\Nc1ncnc2ccccc12)c1ccccc1	0%	i	-1.2	-6%	3%	i	-19%	8.3%	?
